Bioassay records (PubChem BioAssay)
mcGAS RapidFire: inhibitors of mouse cGAS; Q8C6L5; AID 1259397; 130,000 tested, 0.18% active; inhibition, % at 12.5 µM; recombinant mouse cGAS, cGAMP by RapidFire MS;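 active = inhibition of cGAS enzyme activity at or above 60%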;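 also: enzyme stimulated by 45 bp dsDNA with ATP and GTP substrates; cGAMP share of summed cGAMP plus half ATP and half GTP signals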
Target sequence (Q8C6L5 whole entry, looked up): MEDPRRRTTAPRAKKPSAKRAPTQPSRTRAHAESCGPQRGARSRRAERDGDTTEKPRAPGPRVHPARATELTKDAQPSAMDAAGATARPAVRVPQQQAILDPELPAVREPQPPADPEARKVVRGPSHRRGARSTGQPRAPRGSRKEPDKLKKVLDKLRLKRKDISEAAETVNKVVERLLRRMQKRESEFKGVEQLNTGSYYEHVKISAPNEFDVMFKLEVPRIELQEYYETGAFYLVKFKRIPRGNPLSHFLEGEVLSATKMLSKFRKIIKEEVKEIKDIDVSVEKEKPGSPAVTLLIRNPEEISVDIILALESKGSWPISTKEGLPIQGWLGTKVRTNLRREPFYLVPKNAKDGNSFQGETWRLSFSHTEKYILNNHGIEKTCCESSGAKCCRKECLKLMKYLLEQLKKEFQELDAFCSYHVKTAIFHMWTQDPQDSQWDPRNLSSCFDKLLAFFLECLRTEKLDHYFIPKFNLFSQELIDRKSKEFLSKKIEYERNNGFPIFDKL
* = called active by the depositor; & = joins results of further samples. Only part of the results is shown (hit frequency here may not be typical).

mcGAS RapidFire | Structure
-18 | CN(Cc1ccc2c(c1)OCO2)C(=O)C1CCCN1C(=O)C1CCCCC1 (stereo unspecified)
-23 | COc1cc(=O)n(-c2ccccc2)nc1C(=O)N1CCN(c2ccccc2F)CC1
7 | c1ccc(CN2CCC3(CC2)NCCc2[nH]cnc23)cc1
-2 | Cc1cc(C)nc(-n2nc(C(C)(C)C)cc2OCC(=O)N2CCc3ccccc32)n1
6 | Cc1ccc2nc(C)c(NC(=O)c3ccc(C)c(C)c3)c(=O)n2c1
-22 | CC1(C)Cc2ccccc2CN1C(=O)c1cn(CC2CCCNC2)nn1 (stereo unspecified)
-4 | CN(C1CCCCC1)S(=O)(=O)c1ccc2c(c1)OCCCO2
4 | CCOC(=O)CCc1c(C)[nH]n(-c2nc3ccccc3[nH]2)c1=O

Continued.
mcGAS RapidFire | Structure
-29 | COc1ccccc1NC(=O)CSc1nc2c(cnn2CCO)c(=O)[nH]1
-3 | Cc1sc2nc3n(c(=O)c2c1C)N=C(c1cccs1)CS3
4 | C=c1ccc2cc(=C3N=C(c4cccnc4)ON3)c(=O)[nH]c2c1
-8 | CCc1nc(C)sc1C(=O)N(C)Cc1noc(C2CCC2)n1
1 | COCCC1NC(=O)/C(=C\N(C)C)C1=O (stereo unspecified)
-5 | O=C(N1CCC(Cn2cccn2)CC1)C1(c2ccccc2)CCOCC1
-8&-6 | c1ccc(Oc2ccc3nc(NC4=NCCCCC4)sc3c2)cc1
9 | CC(NC(=O)Cc1csc(-c2cccs2)n1)c1ccccc1Cl (stereo unspecified)

The list continues.
mcGAS RapidFire | Structure
-15 | Cc1ccc(S(=O)(=O)N2CCCC(C3OCCO3)C2)c(Cl)c1 (stereo unspecified)
9 | Cc1cc(C(=O)NC(C)c2cc(C)sc2C)n2ncc(C(N)=O)c2n1 (stereo unspecified)
1 | C=CCNC(=O)c1ccc(OC)c(S(=O)(=O)NC2CCCCC2C)c1 (stereo unspecified)
1 | CN(C)c1ccc([N+](=O)[O-])cc1/C=C(\C#N)c1nn(-c2ccccc2)c(N)c1C#N
-6 | O=C(CCc1ccccc1F)N1CCN(S(=O)(=O)c2cc(F)ccc2F)CC1
-17 | CN(C)Cc1ccc(C2CCCN2C(=O)Cc2ccccn2)cc1 (stereo unspecified)
-1 | Cn1nnc2c(SCc3c(F)cccc3Cl)ncnc21
-12 | Cc1nc(C(F)(F)F)ccc1C(=O)NC1CC2CC1C1CCCC21 (stereo unspecified)

Other results follow:
mcGAS RapidFire | Structure
-16 | CC(COc1ccccc1)NCc1nncn1C1CCCCC1 (stereo unspecified)
4 | C=CCC1=CC(=Cc2c(N)n3nc(Cc4cccs4)sc3nc2=O)C=C(OC)C1=O
-25 | Cc1nn2c(SC3CCc4ccc(F)cc43)nnc2[nH]c1=O (stereo unspecified)
0 | CSc1nnc2nc3c(nn12)c1ccccc1n3C
4 | COc1ccc(C)cc1S(=O)(=O)Nc1ccc(Br)cc1
2 | Cc1ccc(CN(C)C(=O)CN2CCc3ccccc3C2)o1
-4&-4 | CCN(CC)CC#CCOC(=O)C(O)(c1ccccc1)C1CCCCC1 (stereo unspecified)
9 | COc1ccc(-c2[nH]ncc2CN2CCCC(CN3CCOCC3)C2)c(OC)c1 (stereo unspecified)

The listing continues.
mcGAS RapidFire | Structure
-6 | c1ccc2c(c1)CN(CCCNCc1cccc3c1OCCO3)C2
-7 | CCOC(=O)c1nnc2n(c1=O)CCN2c1ccc(F)cc1
-5 | NC(=O)c1ccc(NC(=O)C2CC2c2ccc(F)cc2F)cc1F (stereo unspecified)
-6 | Cc1nn(Cc2ccccn2)c(=O)c2c1cnn2C(C)(C)C
-4 | C=CCSc1nn2c(=O)c3ccccc3nc2s1
1 | CCn1cc(S(=O)(=O)Nc2c(C)cc(F)cc2C(=O)O)cn1
1 | Cc1ccc(Cn2c3nc(C#N)c(C#N)nc3c3c(=O)[nH]c(C)nc32)cc1
-34 | Cc1ccccc1-n1c(C)c(C#N)c(=O)c(-[n+]2ccccc2)c1S

Later entries.
mcGAS RapidFire | Structure
-2&0 | O=C(Cc1ccccc1)Nc1ccnn1C1CCN(Cc2nc3ccccc3s2)CC1
3 | N#CC(C(=O)NC1CCCCC1)C(=O)C1CC2CCC1C2 (stereo unspecified)
-11 | CN(CC(=O)N1CCN(Cc2c(F)cccc2Cl)CC1)Cc1nc2ccccc2s1
-2 | O=C(/C=C/c1ccc(Cl)cc1)NC1CCN(CC2CCOC2)CC1 (stereo unspecified)
-15 | CCN(CCC#N)S(=O)(=O)/C=C/c1ccccc1Cl
-4 | CCCCN(C)C(=O)c1sc(=O)n(Cc2ccc(C(=O)N(C)C)cc2)c1C
-5 | O=C(CCC1CCCN(Cc2cccc(O)c2)C1)NCc1ccccc1Cl (stereo unspecified)
-7 | O=C1CCc2ccc(OC(F)(F)F)cc21

Remaining list, next part:
mcGAS RapidFire | Structure
-10 | COc1ccc2c(=O)c3c(=O)n(-c4ccccc4)c(C(C)C)nc3oc2c1
-4 | CC1CN(CC(O)CN2CCCCC2Cn2cccn2)CC(C)O1 (stereo unspecified)
-11 | Cc1cc(C(=O)Cn2cnc3c2c(=O)n(C)c(=O)n3C)c(C)n1Cc1ccco1
11 | COc1cc(C)c(NC(=O)Cc2c(C)nc3nc(SC)nn3c2C)cc1OC
-11 | COc1ncc(-c2nccn2CC(C)c2ccccc2)cn1 (stereo unspecified)
-13 | Cc1noc(C)c1C(=O)NC(C)Cc1ccc(N(C)C)cc1 (stereo unspecified)
0 | Cc1ccc2nc(C)c(NC(=O)C3CCCC3)c(=O)n2c1
-7 | O=C(CC1CC2CCC1C2)Nc1ccc2ncccc2c1 (stereo unspecified)

More structures follow.
mcGAS RapidFire | Structure
0 | CC(NC(=O)NCc1ccc(S(=O)(=O)N2CCOCC2)s1)c1cccc(Cl)c1 (stereo unspecified)
-5 | O=C1N2CCSC2=NC1(Nc1ncccn1)C(F)(F)F (stereo unspecified)
-4 | CC1CCCCN1C(C)CNC(=S)NC1CC1 (stereo unspecified)
-14 | CN(Cc1ccc2c(c1)OCO2)S(=O)(=O)c1cc(C(F)(F)F)cc(C(F)(F)F)c1
7 | Cn1nccc1C1CCCN(CCCc2nc3ccccc3o2)C1 (stereo unspecified)
-26 | CC(C)COC(=O)N1CCN(c2ccc(C(=O)N3CCCC(C)C3)cn2)CC1 (stereo unspecified)
21 | Cc1cc(C)cc(C(=O)Nc2c(C)nc3cc(C)ccn3c2=O)c1
-17 | Cc1ccc2[nH]c(=O)cc(C(=O)N(C)Cc3csc(C(C)C)n3)c2c1

Among those listed so far, 12 contain fluorine:
mcGAS RapidFire | Structure
-23 | COc1cc(=O)n(-c2ccccc2)nc1C(=O)N1CCN(c2ccccc2F)CC1
-6 | O=C(CCc1ccccc1F)N1CCN(S(=O)(=O)c2cc(F)ccc2F)CC1
-1 | Cn1nnc2c(SCc3c(F)cccc3Cl)ncnc21
-12 | Cc1nc(C(F)(F)F)ccc1C(=O)NC1CC2CC1C1CCCC21 (stereo unspecified)
-25 | Cc1nn2c(SC3CCc4ccc(F)cc43)nnc2[nH]c1=O (stereo unspecified)
-7 | CCOC(=O)c1nnc2n(c1=O)CCN2c1ccc(F)cc1
-5 | NC(=O)c1ccc(NC(=O)C2CC2c2ccc(F)cc2F)cc1F (stereo unspecified)
1 | CCn1cc(S(=O)(=O)Nc2c(C)cc(F)cc2C(=O)O)cn1
-11 | CN(CC(=O)N1CCN(Cc2c(F)cccc2Cl)CC1)Cc1nc2ccccc2s1
-7 | O=C1CCc2ccc(OC(F)(F)F)cc21
-5 | O=C1N2CCSC2=NC1(Nc1ncccn1)C(F)(F)F (stereo unspecified)
-14 | CN(Cc1ccc2c(c1)OCO2)S(=O)(=O)c1cc(C(F)(F)F)cc(C(F)(F)F)c1

Carrying on:
mcGAS RapidFire | Structure
-6 | O=C(Nc1ccc(Oc2ccccc2F)cc1)C1CCCCN1C(=O)Cn1cncn1 (stereo unspecified)
-8 | Cc1ncccc1OC1(C(=O)NCCc2c[nH]c3ccccc23)CCNCC1
-16 | CCC(=O)Nc1ccc(OCC(=O)N2CCC3(CCN(C)C3)CC2)cc1
2 | O=C1CCC(C(=O)N2CC=C(c3ccccc3)CC2)CN1CCN1CCOCC1 (stereo unspecified)
-8 | COc1ccc(C(=O)N2CCC(Oc3c(C)cccc3C)CC2)c(O)c1
-10 | Cc1ccccc1NC(=O)Cn1nc(C2CC2)c2cnn(-c3ccccc3C)c2c1=O
11 | Nc1nc2ccc(Cc3nc4ccccc4o3)cc2s1
-5 | O=S(=O)(c1ccc2c(c1)OCCO2)N1CCN(C(=S)NC2CC3CCC2C3)CC1 (stereo unspecified)

New compounds follow:
mcGAS RapidFire | Structure
-4 | CN(CC(=O)NC1CCCc2ccccc21)Cc1ccccc1 (stereo unspecified)
-5 | CC1CC(C)CN(C(=O)CSc2ncn(-c3ccccc3)n2)C1 (stereo unspecified)
-20 | O=C(NC1CC1)c1ccc(Oc2ccc(Br)cc2)nc1
3 | Cc1ccccc1CNc1ccc(C#N)cn1
0 | Cc1ncc(CN2CCc3c([nH]c4ccccc34)C2c2ccccc2F)s1 (stereo unspecified)
-5 | CC(C)(C)c1ccc(NC(=O)N2CCn3cccc3C2c2ccncc2)cc1 (stereo unspecified)
-11 | CCCCn1cnc2c1c(=O)n(Cc1cc(=O)n3ccsc3n1)c(=O)n2CC(C)C
-9 | CCN1CCCC1CNC(=O)CCC1CCN(Cc2nc3ccccc3n2C)CC1 (stereo unspecified)

Next part.
mcGAS RapidFire | Structure
-1 | CC1=CC=CN2C1=NC(C(F)(F)F)(C(F)(F)F)N=C2c1ccccc1
-16 | Cc1cncc(C(=O)N2CCC3(CCNC(=O)CC3)CC2)c1
4 | CC(C)c1nc(CC(=O)N2CCCc3cc(F)c(F)cc32)cs1
-9 | Cc1cc(C(=O)N2C[C@H](N)C[C@H]2C(=O)NC(C)C)sc1-c1ccccc1
4 | C=CCNS(=O)(=O)c1ccc(OC)cc1
-4 | O=C(NCc1ccnc(-n2cccn2)c1)C1CCCC1
2 | O=C(OCc1cnn(-c2ccccc2)c1)c1ccc(O)cc1O
-5 | CC(C)Cc1cc(-c2nn3c(-c4cccnc4)nnc3s2)n[nH]1

Other results follow:
mcGAS RapidFire | Structure
-4 | COc1ncc(C(=O)N2CCCC(COc3cccc(F)c3)C2)cn1 (stereo unspecified)
-5 | Cc1nn(C)c(C)c1NC(=O)CCc1ccc(Cl)cc1
-5 | CC(=O)N1CCN(c2ncccc2CNC(=O)c2ccc3ccccc3c2)CC1
-8 | CC(C)N1CCC(C)(C(=O)Nc2cccc3c2CCCC3)C1 (stereo unspecified)
-1 | CC1(C)CC(NC(=O)c2cc(Cn3ccc4ccccc43)[nH]n2)CCO1 (stereo unspecified)
-4 | CNC(=O)Nc1ccc(NC(=O)CC/C=C/c2ccccc2)cc1
0 | CCCc1cc(=O)n2[nH]c(C)c(-c3cccc(Cl)c3)c2n1
-22 | CC(C)CN(C#N)c1nc(N2CCOCC2)nc(N2CCOCC2)n1

Remaining list, next part
mcGAS RapidFire | Structure
-2 | CC1CCN(c2nc3c(c(=O)[nH]c(=O)n3C)n2CCCSc2nc3ccccc3s2)CC1
3 | CC(C)(O/N=C(\C(=O)NC1C(=O)N2C(C(=O)O)=C(C[n+]3ccccc3)CSC12)c1csc(N)n1)C(=O)O (stereo unspecified)
-2 | O=C(c1ccc(Oc2ccccc2)cc1)C1CCCN(C(=O)c2cscn2)C1 (stereo unspecified)
-16 | Cc1cc(C(=O)N(C)CCCc2cnn(C)c2)n[nH]1
-13 | O=C(NC1CCN(C(=O)Cc2noc3ccccc23)CC1)C1CC1
-7 | O=C(Nc1ccccc1-c1ccccc1)N1CC(c2ccncc2)C1
-7 | Cn1ccc(C(=O)OCc2cn(-c3ccc(Cl)cc3)nn2)cc1=O
-17 | CN(C)c1ccc(S(N)(=O)=O)cn1

More structures.
mcGAS RapidFire | Structure
-5 | CC(C)(C)c1ccc(NC(=O)N2CCn3cccc3C2c2cccnc2)cc1 (stereo unspecified)
11 | Cc1cc(C)cc(NC2=NC3CS(=O)(=O)CC3S2)c1 (stereo unspecified)
-1 | CCOC(=O)c1nn(-c2ccc(F)cc2)c(=O)cc1NCCCN1CCOCC1
-2 | Cc1cccc(CNC(=O)c2sc(=O)[nH]c2C)c1
2 | Cn1ccnc1CNc1ccc(I)cc1
-18 | CC1NCCc2sccc21 (stereo unspecified)
-21 | COc1ccccc1C(C)NC(=O)Cn1cnc2cc(Br)ccc2c1=O (stereo unspecified)
-6 | COCCn1c(N2CCN(Cc3cc(C)ccc3C)CC2)nc2c1c(=O)[nH]c(=O)n2C

The results go on:
mcGAS RapidFire | Structure
-7 | FC(F)CN1CCC(NC/C=C/c2ccccc2)CC1
-8 | Cc1cc(N2CCCN(Cc3cn(C)nc3-c3ccccc3)CC2)ccn1
-8 | CC1CCC(C#N)(N(C)C(=O)CN(C)CC(=O)Nc2ccc(Cl)cc2)CC1 (stereo unspecified)
-1 | CCCc1cc(C(=O)N2CCC(CCC(=O)NC3CC3)CC2)no1
12 | N#Cc1nc2ccccc2cc1Br
-18 | Cc1cnn(CC(=O)N2CCC(=O)N(Cc3ccc(F)cc3)C(C(C)C)C2)c1 (stereo unspecified)
-15 | O=C(Nc1ccccc1SCc1ccccc1F)c1cccc(=O)[nH]1
-27 | COc1ccc(C(=O)O)cc1NS(=O)(=O)C(F)(F)F

Further records:
mcGAS RapidFire | Structure
5 | CCN(CC(=O)NCc1ccc(Cl)cc1)C(=O)c1cccc(CS(C)(=O)=O)c1
-3 | O[C@H]1CCCC[C@@H]1N1CCN(C2CCC3(CCNCC3)CC2)CC1
-13 | CN(Cc1ccccc1)C(=O)c1nc2ccccn2c1CNCCOc1cccnc1
5 | CC(=O)Nc1cnc(-c2cc(C)c(O)c(C)c2)cn1
-7 | C=CCN1C(=O)NC2(O)C(=O)c3ccccc3C12O (stereo unspecified)
0 | O=C1OC(/C=C/c2ccccc2)=NC/1=C\c1coc2ccc(Cl)cc2c1=O
-11 | CCc1nc2c(N3C[C@H]4CC=CC[C@H]4C3)ncnc2o1
